GPR7 antagonist = human neuropeptides B/W receptor 1 antagonism; P48145; GPR7-expressing cells, fluorescence antagonist assay; inhibition, % at 4.4 µM; actives 1.1% (n = 290,000); AID 1861; in the data active = inhibition above about 16%, passing the limit was not always enough;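 also: cells stimulated with the agonist NPW; 0% = agonist with vehicle and 100% = vehicle without agonist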
Target sequence (P48145 whole entry, looked up): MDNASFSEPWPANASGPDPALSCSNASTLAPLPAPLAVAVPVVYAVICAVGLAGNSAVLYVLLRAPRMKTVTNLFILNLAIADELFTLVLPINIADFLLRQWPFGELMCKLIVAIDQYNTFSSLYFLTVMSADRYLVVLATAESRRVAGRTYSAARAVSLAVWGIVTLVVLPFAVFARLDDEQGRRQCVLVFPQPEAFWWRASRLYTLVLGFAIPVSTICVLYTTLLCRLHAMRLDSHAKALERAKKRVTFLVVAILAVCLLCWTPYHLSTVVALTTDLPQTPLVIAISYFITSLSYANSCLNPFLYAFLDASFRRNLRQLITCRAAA
TAAR1 antagonist = antagonists of human TAAR1; Q96RJ0; CHO RD-HGA16 TAAR1, Fluo-8 calcium fluorescence, antagonist; inhibition, % at 3 µM; actives 1.5% (n = 360,000);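 active = inhibition above a per-plate cutoff, the mean inhibition of test compounds on that plate plus 3 SD, cut at about 49% in these data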;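 also: 0% = DMSO plus EC80 beta-PEA response and 100% = DMSO alone without agonist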
Target sequence (Q96RJ0 whole entry, looked up): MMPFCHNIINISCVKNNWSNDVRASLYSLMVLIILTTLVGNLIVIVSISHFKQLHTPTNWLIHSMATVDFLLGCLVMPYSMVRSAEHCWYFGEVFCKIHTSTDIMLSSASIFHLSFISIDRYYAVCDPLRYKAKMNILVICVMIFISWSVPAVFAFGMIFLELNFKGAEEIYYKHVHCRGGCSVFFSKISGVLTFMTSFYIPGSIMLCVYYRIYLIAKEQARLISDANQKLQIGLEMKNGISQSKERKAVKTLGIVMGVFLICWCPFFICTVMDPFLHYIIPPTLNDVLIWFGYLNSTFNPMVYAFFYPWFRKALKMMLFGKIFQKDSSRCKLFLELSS
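System: RD-HGA16 CHO cells with stable hTAAR1 and Gα16 | Probe or stimulus: EC80 β-phenethylamine stimulus | Dosing: 3 µM, single point | Times: Dye loading 75 min at 37 °C, then 30 min room temperature | Measured by: Fluo-8 calcium-sensitive fluorescence | Read-out basis: % inhibition of agonist calcium response | Replicates: n of 1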
CHO-K1 Ca antag = counter-screen for M1 antagonists: effect in parental CHO-K1 cells; inhibition, % at 3 µM; ATP-induced calcium, Fluo-8 fluorescence; actives 0.6% (n = 360,000); AID 602250;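 active = inhibition above a per-plate cutoff, the plate's mean sample inhibition plus 3 SD, cut at about 24% in these data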;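 also: 0% = DMSO plus EC80 ATP and 100% = DMSO alone without ATP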
CHO-K1 Ca ag = M1 agonist counterscreen hit in parental CHO-K1 cells; Fluo-8 calcium fluorescence; scaled to maximal ATP response, vehicle zero; activation, % at 3 µM; AID 602248; actives 0.48% (n = 360,000); in the data active = activation above about 15%;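 also: untransfected CHO-K1 host cells lacking M1 receptor as counterscreen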
CHO parental Ca = counter-screen: ATP calcium response change in parental CHO cells. parental CHO-K1, ATP-induced calcium, Fluo-8 fluorescence. inhibition, % at 5.6 µM. actives 0.63% (n = 330,000). AID 463079;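 active = inhibition above that plate's mean sample inhibition plus 3 SD, cut at about 26% in these data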;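 also: 0% = ATP-challenged DMSO wells and 100% = DMSO wells without ATP; some compounds past the cut are filed as inactive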
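Assay system: parental CHO cells; Read-out basis: percent inhibition of ATP-evoked calcium rise, normalized to controls; Benchmarks: ATP and no-ATP DMSO wells; Compound dosing: single nominal dose of 5.6 µM per compound; Signal: Fluo-8 calcium dye fluorescence; Also added: ATP as calcium-mobilizing challenge; Repeats: singlicate.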
CHO-K1 Ca PAM = nonselective activator or artifact in parental CHO-K1 calcium assay; ATP EC20, Fluo-8 calcium fluorescence; 0% at ATP EC20, 100% at ATP max; activation, % at 3 µM; actives 0.02% (n = 360,000); AID 602247;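 active = activation above the run cutoff, the mean activation of all test compounds plus 3 SD, cut at about 40% in these data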;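 also: peak over basal fluorescence ratio in a 140 s read after ATP addition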
V1R ag counter = counter-screen for oxytocin receptor agonists: human V1a receptor agonists; P37288; CHO-V1R cells, Fluo-8 calcium fluorescence, agonist mode; 0% DMSO, 100% 3 nM vasopressin; activation, % at 3 µM; actives 0.25% (n = 320,000); AID 2797;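 active = activation above the mean activation of all tested compounds plus 3 SD, per screening run, cut at about 20% in these data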;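 also: signal is peak over basal fluorescence ratio across a 100 second FLIPR read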
Target sequence (P37288 whole entry, looked up): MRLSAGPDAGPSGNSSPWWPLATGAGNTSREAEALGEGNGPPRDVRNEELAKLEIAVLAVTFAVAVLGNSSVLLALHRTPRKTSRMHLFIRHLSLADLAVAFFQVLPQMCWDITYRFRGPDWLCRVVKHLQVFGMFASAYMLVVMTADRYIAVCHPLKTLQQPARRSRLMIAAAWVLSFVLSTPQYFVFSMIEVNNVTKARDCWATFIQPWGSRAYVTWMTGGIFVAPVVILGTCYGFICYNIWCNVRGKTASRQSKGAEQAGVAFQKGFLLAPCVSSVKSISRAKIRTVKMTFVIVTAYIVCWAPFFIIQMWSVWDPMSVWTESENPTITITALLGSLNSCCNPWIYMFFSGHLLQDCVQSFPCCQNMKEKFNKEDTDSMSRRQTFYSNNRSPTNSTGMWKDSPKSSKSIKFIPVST
OXTR ag = activates the human oxytocin receptor. AID 2435. activation, % at 3 µM. actives 0.32% (n = 320,000). CHO-OTR cells, Fluo-8 calcium fluorescence; normalized: DMSO 0%, oxytocin 100%. P30559;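 active = activation above the mean of all tested compounds plus 3 SD, cutoff set per screening run, cut at about 20% in these data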;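 also: peak over basal fluorescence ratio from a 100 s FLIPR kinetic read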
OXTR potentiator = potentiators of human oxytocin receptor; actives 0.061% (n = 320,000); activation, % at 3 µM; P30559; CHO-OTR cells, Fluo-8 calcium fluorescence, potentiator mode; 0% = oxytocin EC15, 100% = EC100;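 active = activation above that plate's cutoff, the mean activation of tested compounds plus 3 SD, cut at about 6.6% in these data, passing the limit was not always enough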;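 also: 100% uses oxytocin at 75 nM as the full agonist control; some results filed as inactive read as strong as hits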
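System: human OTR in CHO cells; Also added: sub-maximal oxytocin, roughly EC15; Timing: compound 6 min at room temperature before oxytocin, 100 s read; Technique: Fluo-8 intracellular calcium fluorescence, ex 470-495, em 515-575 nm; Controls: oxytocin EC15 low and EC100 high; Replication: singlicate.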
* marks the source's active call; other numbers are inactive results; / = no result given; & = joins results of further samples.

Each structure is followed by: GPR7 antagonist | TAAR1 antagonist | CHO-K1 Ca antag | CHO-K1 Ca ag | CHO parental Ca | CHO-K1 Ca PAM | V1R ag counter | OXTR ag | OXTR potentiator
O=C(Nc1oc2ccccc2c(=O)c1-c1ccc(Br)cc1)c1ccco1
→ -6 | -12 | -8 | 0.7 | -11 | 2 | -0.9 | -1.6 | -10
CC1=C(C(=O)N(C)C)CC(CC(=O)NCc2cccc3ccccc23)C(=O)N1CCC1=CCCCC1 (stereo unspecified)
→ / | -14 | -12 | 0.5 | / | 26 | / | / | /
CC(OC(=O)Cc1c[nH]c2ccccc12)C(=O)Nc1ccccc1F (stereo unspecified)
→ / | 8 | 2 | 0.5 | -2 | -5 | 2.0 | 0.0 | -5
O=C(CCn1cccc1)N1CCc2ccccc21
→ -7 | 11 | -11 | -0.2 | -7 | 10 | -1.5 | -2.3 | -8
CCC(=O)n1nc(-c2ccco2)nc1N
→ -11 | 6 | 4 | 0.1 | -2 | -1 | 0.0 | 0.3 | -7
Cc1ccccc1-c1nnn(C/C(N)=N/O)n1
→ -1 | -10 | 5 | -0.4 | -3 | -3 | 0.9 | 0.3 | -6
COc1ccc(C2c3ccc4ccccc4c3Oc3ncn(Cc4ccco4)c(=N)c32)cc1OC (stereo unspecified)
→ 10 | 24 | 26* | 0.2 | -11 | -14 | 2.0 | 0.0 | -2
Cn1c(SCC(=O)NC2CC2)nnc1-c1ccco1
→ 1 | -1 | 0 | 0.4 | -2 | 12 | 1.2 | -0.6 | -6
CCOC1CC(C)(C)NC(=S)N1 (stereo unspecified)
→ -7 | -9 | -5 | 0.3 | -1 | -11 | -0.3 | 0.2 | 1
Cc1ccc(N(C(=O)c2csnn2)C(C(=O)NC2CCCCC2)c2cccnc2)cc1 (stereo unspecified)
→ -1 | 1 | -14 | 0.8 | -20 | -4 | 0.7 | 0.0 | -13
O=C(CCS(=O)(=O)c1cccc2nsnc12)N1CCN(C(=O)c2ccco2)CC1
→ -10 | -6 | -8 | 0.3 | 6 | 20 | -1.0 | -0.1 | -10
O=[N+]([O-])c1ccc(-c2c[nH]c(=S)[nH]2)cc1
→ -9 | -17 | -14 | 0.4 | 7 | 12 | -0.4 | -0.1 | 0
COc1ccc(NS(=O)(=O)c2cc(N)ccc2N2CCCC2)cc1
→ / | -22 | -4 | 0.4 | -17 | 16 | 0.0 | 1.5 | -5
CCOc1ccc(/C(O)=C2/C(=O)C(=O)N(CCN(CC)CC)C2c2ccco2)cc1 (stereo unspecified)
→ -6 | 1 | -5 | 0.1 | -7 | 14 | 0.7 | -1.4 | -3
CCOc1ccc(N(CC(=O)NC2CC3CCC2C3)S(=O)(=O)c2ccccc2)cc1 (stereo unspecified)
→ 6 | -22 | -18 | -0.6 | -16 | -17 | -1.6 | -0.8 | -4
COc1ccc(NCC(O)COc2ccc(C(C)(C)C)cc2)cc1 (stereo unspecified)
→ -19 | 26 | -19 | 4.3 | -15 | 15 | -0.1 | -1.1 | -8
CCO/C=C1\SC(=S)N(c2ccc(Cl)cc2)C1=O
→ -7 | 2 | -6 | 2.7 | -5 | 15 | 3.1 | 2.8 | 0
CN(CC(=O)Nc1ccc(Cl)c(C(F)(F)F)c1)C(=O)CCN1C(=O)C2CCCCC2C1=O (stereo unspecified)
→ / | 0 | 5 | 2.1 | -11 | -5 | 7.2 | 2.4 | -16
Cc1ccc(S(=O)(=O)Nc2ccc(C(OC(=O)c3ccccc3[N+](=O)[O-])(C(F)(F)F)C(F)(F)F)cc2)cc1
→ -17 | 11 | 18 | 0.3 | 7 | -8 | 2.1 | 0.4 | -7
Cc1ccc(CNc2nc(Cl)c(C#N)s2)cc1
→ -2 | 21 | 15 | 1.9 | -4 | -5 | 1.2 | -0.8 | -11

New compounds follow.
Each structure is followed by: GPR7 antagonist | TAAR1 antagonist | CHO-K1 Ca antag | CHO-K1 Ca ag | CHO parental Ca | CHO-K1 Ca PAM | V1R ag counter | OXTR ag | OXTR potentiator
Cc1cccc(C)c1NC(=O)C(=O)c1cn(C)c2ccccc12
→ -7 | -29 | -10 | 0.5 | -29 | 16 | -1.0 | -2.3 | -3
CCOC(=O)c1c(CSc2ccccc2)n(C)c2ccc(O)c(CN3CCN(C)CC3)c12
→ -8 | -29 | -3 | 2.3 | -29 | 5 | -0.1 | -0.3 | -11
Cc1noc(C)c1COC(=O)C1CCN(C(=O)c2ccc(Cl)cc2)CC1
→ -8 | -18 | -16 | 2.8 | -10 | 5 | 5.5 | 0.2 | -27
CCC(CC)CN1CCC(CN2C(=S)NC[C@@H]2CC(C)C)CC1
→ / | -24 | -5 | 0.3 | / | 11 | / | / | /
COc1ccc(/C=N/NC(=O)COc2ccccc2-c2ccccc2)cc1
→ 3 | 21 | -6 | 0.0 | -16 | 6 | -0.5 | -0.6 | -9
O=C(c1cnc2n(c1=O)CCS2)N1CCN(c2ccc(Cl)c(Cl)c2)CC1
→ 24 | / | -9 | 6.8 | 11 | 15 | 7.2 | 8.7 | -9
Nc1nc(NCc2ccco2)nc(N2CCCCCC2)c1[N+](=O)[O-]
→ -16 | 6 | 10 | 4.2 | -13 | 6 | 5.4 | 1.0 | -11
CCC1=C(CC2NCCc3ccccc32)CC2c3cc(OC)c(OC)cc3CCN2C1 (stereo unspecified)
→ / | -4 | -16 | 2.1 | / | 14 | / | / | /
COc1cccc(/C=C/c2[nH]c(=O)[nH]c(=O)c2[N+](=O)[O-])c1O
→ 7 | 1 | -9 | 1.1 | -10 | 14 | -1.0 | 0.6 | -1
OCCNc1cnc2ccccc2n1
→ 3 | 10 | 7 | -0.7 | 8 | 2 | 0.9 | 0.9 | -1
CN1C(=O)CSc2ccc(NC(=O)N3CCC(N4CCCCC4)CC3)cc21
→ 0 | -20 | -6 | -0.1 | -4 | 11 | -0.7 | 0.1 | 0
CCOC(=O)Nc1cc(C)c(Cl)cc1OC
→ -15 | -20 | -7 | -0.5 | -9 | 18 | -1.0 | -1.6 | -1
CCOC(=O)Cn1cc(C(=O)C(=O)N2CCOCC2)c2ccccc21
→ -6 | -17 | -5 | 3.3 | 4 | 3 | 0.6 | 0.7 | -3
CCC(=O)Nc1cc(C(=O)OCC(=O)c2ccccc2Cl)ccc1C
→ -7 | -4 | -2 | 2.0 | -2 | 15 | 2.2 | 2.4 | 2
O=C(NC(=S)Nc1ccccn1)c1ccccc1
→ 4 | -6 | -10 | 0.9 | -8 | 14 | 0.1 | -0.9 | -14
COC(=O)[C@@H](Cc1c[nH]c2ccccc12)NC(=O)c1cc(=O)[nH]c2ccccc12
→ 9 | -5 | -16 | 1.6 | -10 | 16 | 0.8 | 0.8 | -3
COc1ccc2nc3ccccc3nc2c1N
→ 5 | -12 | -18 | 0.7 | -20 | 13 | -0.7 | -2.1 | 0
Cc1ccc2nc(-c3cccc(Br)c3)c(Cc3ccccc3)n2c1
→ / | -11 | -11 | 1.1 | / | 9 | / | / | /
O=c1c2ccccc2nc2n1CCC2
→ -4 | -8 | -7 | -0.1 | -7 | 6 | 1.7 | 0.5 | -1
c1cncc(-c2nc3ccccc3[nH]2)c1
→ -10&16 | -8 | -4 | 0.6 | -3 | 17 | 1.0 | 0.6 | -2

Next section:
Each structure is followed by: GPR7 antagonist | TAAR1 antagonist | CHO-K1 Ca antag | CHO-K1 Ca ag | CHO parental Ca | CHO-K1 Ca PAM | V1R ag counter | OXTR ag | OXTR potentiator
CCC(C(=O)OCC(=O)Nc1ccc(OC)cc1OC)c1ccccc1 (stereo unspecified)
→ -6 | -8 | -2 | 0.0 | -18 | -14 | 0.5 | -2.6 | -10
CC12CCC(c3c(C(=O)O)nn(-c4ccccc4)c31)C2(C)C (stereo unspecified)
→ -5 | -21 | 7 | -0.3 | -4 | 2 | 0.3 | 1.6 | 1
Cc1nc2nc[nH]n2c(=O)c1NC(=O)c1c(-c2ccccc2Cl)noc1C
→ -1 | -1 | -7 | 0.2 | -7 | 8 | 0.0 | 0.6 | -7
COc1ccc(CCN2CC(C(=O)NCC3(O)CCCCC3)CCC2=O)cc1 (stereo unspecified)
→ -5 | -25 | 14 | -0.4 | -6 | -23 | 0.8 | 0.2 | -4
Cc1ccc2nc(-c3cccc(SC4CCCCC4)c3)c(NC3CCCCC3)n2c1
→ / | -4&-31 | 5&-10 | -0.3&1.0 | -20 | -17&7 | 0.7 | 0.1 | 3
CC(=O)N1CCc2cc(S(=O)(=O)NCCC(=O)NC3CCCc4ccccc43)ccc21 (stereo unspecified)
→ -5 | 12 | 2 | 0.7 | 2 | -4 | 1.6 | -0.6 | -12
Cc1cc([N+](=O)[O-])nn1CC(=O)Nc1cccc2nonc12
→ -2 | -9 | -32 | 0.9 | -7 | 13 | 1.4 | 3.9 | 0
Cc1ccc(S(=O)(=O)N(C)C[C@H]2OCc3cnnn3CCCC(=O)N([C@H](C)CO)C[C@H]2C)cc1
→ / | -13 | 11 | -0.1 | / | -1 | / | / | /
Cc1cccc(NC(=O)Nc2cc(C)on2)c1
→ -13 | 13 | 0 | 0.7 | -13 | 3 | 0.8 | 0.7 | -3
COc1cccc(NC(=S)Nc2cc(C(=O)O)ccc2N2CC3CC(C2)c2cccc(=O)n2C3)c1 (stereo unspecified)
→ -7 | 7 | -16 | 0.6 | -11 | 9 | 0.5 | 0.6 | -25
Cc1ccc(C(=O)N/C(=C\c2ccco2)C(=O)NCCN2CCOCC2)cc1C
→ -6 | -5 | -1 | 0.2 | -1 | 4 | -0.4 | -0.2 | -5
Cn1c(N)c(C(=O)Nc2ccccc2)c(=O)[nH]c1=O
→ / | -1 | / | / | 21 | / | 0.1 | 1.6 | 1
COc1ccccc1C1C(C(N)=O)=C(C)Nc2nc(-c3ccccc3Cl)nn21 (stereo unspecified)
→ 1 | -21 | 6 | 1.4 | -7 | 11 | -1.0 | -0.6 | -1
O=C(N=C1SC2CS(=O)(=O)CC2N1c1cccc(Cl)c1)C1CCCO1 (stereo unspecified)
→ 4 | -18 | -16 | 0.4 | 8 | 14 | 0.4 | 0.3 | 0
O=C1CN(CC(=O)Nc2cccc(Cl)c2Cl)c2ccccc2N1
→ -1 | -18 | -12 | 0.9 | -1 | 15 | 1.6 | 2.3 | -5
COc1ccc(OC)c(S(=O)(=O)N(C)CC(=O)N2CCN(c3cccc(Cl)c3)CC2)c1
→ 0 | 6 | 13 | 1.0 | -8 | -7 | 6.2 | 2.9 | -11
C=CCn1c(C)cc(C(=O)CN2C(=O)c3ccccc3S2(=O)=O)c1C
→ / | / | 2 | 0.5 | -8 | -5 | 0.4 | 1.2 | -2

Screening data from PubChem BioAssay.
